Source: PubChem BioAssay
NF-kB neuron act: compounds increasing NF-kB expression in human neuronal cells | NF-kB reporter expression; stronger effect = higher value | fold change at 12.5 µM | 190,000 tested, 1.6% active | AID 1239; in the data active = fold change above about 3.3
Diaphorase act: activates diaphorase or chemically reduces, flagging diaphorase assay artifacts. 190,000 tested, 0.005% active. Diaphorase/resazurin coupled assay, resorufin fluorescence, 16 min; stronger effect = higher value; 1 = vehicle wells, 0 = NADH-free wells. activation factor at 20 µM. AID 1229;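 active = diaphorase activity raised at least twofold by the compound at 20 µM; inactive = activation factor below 2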
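Measured by – red resorufin fluorescence at 544/590 nm excitation/emission · Test system – Clostridium kluyveri diaphorase, purified enzyme · Incubation – reaction time 16 min, room temperature · Buffer or medium – 50 mM HEPES pH 7.4 with 4.542 mM MgCl2, 0.005% Tween 20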
TLR4 MyD88 comp: TLR4-MyD88 interaction inhibition in cells. 200,000 tested, 0.18% active. inhibition, % at 8.4 µM. HeLa CL3-4 TLR4/MyD88 BLA complementation, FRET ratio. AID 861. O00206+Q99836; in the data active = inhibition above about 25%;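 note: 0% = vehicle and 100% = reference inhibitor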
FLuc act counter: firefly luciferase counter-screen for stimulation assays. P08659. ATPlite luciferase biochemical, luminescence, 10 min; 0 = ATP-free wells, 1 = DMSO control. activation factor at 10 µM. 200,000 tested, under 10 active. AID 1027;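 active = luciferase activation factor, scaled between plate controls, of at least 2 with compound at 10 µM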
Target sequence (P08659 whole entry, looked up): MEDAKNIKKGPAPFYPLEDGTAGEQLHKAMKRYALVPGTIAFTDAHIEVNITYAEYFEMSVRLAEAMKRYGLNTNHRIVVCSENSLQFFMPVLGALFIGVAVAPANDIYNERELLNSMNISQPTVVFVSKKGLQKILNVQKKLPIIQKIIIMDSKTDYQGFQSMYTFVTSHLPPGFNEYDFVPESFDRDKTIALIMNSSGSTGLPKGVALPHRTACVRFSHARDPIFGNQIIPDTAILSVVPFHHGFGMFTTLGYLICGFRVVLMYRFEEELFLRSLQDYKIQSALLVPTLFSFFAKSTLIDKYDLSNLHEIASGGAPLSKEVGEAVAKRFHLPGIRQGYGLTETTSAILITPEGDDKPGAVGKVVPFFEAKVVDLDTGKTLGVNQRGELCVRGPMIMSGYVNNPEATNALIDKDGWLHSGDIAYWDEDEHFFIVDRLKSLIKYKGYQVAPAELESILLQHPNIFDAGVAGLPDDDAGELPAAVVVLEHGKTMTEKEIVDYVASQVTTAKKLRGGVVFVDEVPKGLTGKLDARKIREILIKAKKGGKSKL
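Material: Luciferase/luciferin reagent mix | Doses: Test compounds dosed from 2 mM stocks in 100% DMSO | Timing: 10 min incubation after luciferase reagent addition, room temperature | Measured by: Luminescence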
FLuc inhib CS: Photinus pyralis luciferase inhibition counter-screen | P08659 | inhibition, % at 10 µM | 200,000 tested, 1.5% active | AID 1006 | ATPLite firefly luciferase biochemical luminescence, 10 min;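 active = inhibition above about 50% when tested at 10 µM, limit read from the data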
APP 5UTR inh: APP translation inhibition. AID 1285. inhibition, % at 2 µM. 190,000 tested, 0.82% active. SH-SY5Y APP 5'UTR-luciferase reporter, luminescence;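 active = inhibition above a set limit, derived from the sample mean plus 3 SD, cut at about 45% in these data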; note: values of inactives mirror those of a sister screen read the other way
G6PDH CS: counter-screen for G6PDH assay hits: L. mesenteroides G6PDH inhibition. Purified L. mesenteroides G6PDH, diaphorase/resazurin coupled fluorescence, 45 min. inhibition, % at 5 µM. 200,000 tested, 0.12% active; in the data active = inhibition above about 50%
Diaphorase inh: counter-screen for diaphorase-based assays: diaphorase inhibitors and chemical oxidizers | AID 1217 | diaphorase resazurin-to-resorufin fluorescence, NADH, 16 min; bacterial (C. kluyveri) enzyme, not human | 190,000 tested, 0.69% active | inhibition, % at 20 µM;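 active = primary screen inhibition at 20 µM above a set limit, cut at about 50% in these data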;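 note: plate controls were DMSO with full reaction for no effect and wells lacking NADH for full effect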
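Detection: fluorescence of resorufin formed from resazurin, Ex 544/Em 590 nm; test system: Clostridium kluyveri diaphorase enzyme; amount: 0.14 U/mL diaphorase, enzyme working solution; times: 16-min room-temperature incubation before reading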
STAT1 activator: STAT1 signaling activation | NIH 3T3 STAT1-luciferase reporter, IFN-gamma, luminescence; 100% = IFN-gamma alone, no compound | activation (% of control), % at 5.5 µM | 200,000 tested, 2.6% active;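 active = activation above the screen-wide mean activation plus 3 SD, cut at about 130% in these data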;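 note: raw ratio to IFN-gamma control signal so 100% means no change and 0% no light; values of inactives mirror those of a sister screen read the other way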
APP 5'UTR act: APP 5'UTR luciferase reporter activation | SH-SY5Y APP 5'UTR luciferase reporter, luminescence; zero percent = DMSO vehicle wells | activation, % at 2 µM | 190,000 tested, 1% active;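 active = activation above a set limit, based on mean plus 3 SD of controls, cut at about 140% in these data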; note: values of inactives mirror those of a sister screen read the other way
Numbers without * were called inactive; x = no result given.

SMILES	NF-kB neuron act	Diaphorase act	TLR4 MyD88 comp	FLuc act counter	FLuc inhib CS	APP 5UTR inh	G6PDH CS	Diaphorase inh	STAT1 activator	APP 5'UTR act
COC12NC(=O)N(C)C1(OC)C(=O)N(C)C(=O)N2C (stereo not drawn)	0.99	1	4	1	-2	0	1	4	92	0
Cc1sc2nc(SCC(=O)NCCO)n(C)c(=O)c2c1C	1.2	0.9	3	0.9	8	0	3	15	100	0
NC(=O)C1(N2CCCCC2)CCN(C(=O)CSc2nc3ccccc3[nH]2)CC1	1.3	1	-5	1	-5	-8	0	-5	109	8
COc1ccc(S(=O)(=O)N2CCN(c3ccccc3OC)CC2)cc1OC	0.96	0.8	-6	1.1	-8	-12	-5	19	98	12
O=C(NC(=S)NCCC1=CCCCC1)c1ccco1	0.92	0.9	6	1	1	-4	4	6	109	4
C/C(O)=C\c1nc(=O)c2c(C)cc(C)nc2n1-c1ccccc1	1.2	0.9	3	1	-3	0	3	13	96	0
COC(=O)c1ccc(NC(=O)C2CCCN(S(C)(=O)=O)C2)cc1 (stereo not drawn)	1.1	1	19	1	-3	-4	5	-2	103	4
CC(NC(=O)c1cc(COc2c(F)cccc2F)on1)c1cnn(-c2ccccc2)c1 (stereo not drawn)	2.2	0.7	-6	1	-3	-23	0	28	128	23
CN(C)c1nc(Cl)nc(NCCOc2ccccc2)n1	1.5	1.1	2	1	-3	-13	3	-5	103	13
COc1ccc(NC(=S)N/C(=N/S(=O)(=O)c2ccc(C)cc2)c2ccccc2)cc1	0.99	0.8	-5	1	-3	-36	-7	20	125	36
CCN(CC)c1ccc(S(=O)(=O)Nc2cc(Cl)ccc2Cl)cc1NC(=S)NC(=O)C1CCCC1	1	0.8	-7	1	-4	2	3	21	96	-2
Cc1c(NC(=S)NC(=O)C2CCCCC2)c(=O)n(-c2ccccc2)n1C	1.1	0.8	-8	1.1	-7	1	9	17	101	-1
C/C(=N\NC(=O)c1nn(C)cc1Br)c1ccncc1	1.3	1	7	0.9	5	2	2	3	113	-2
O=S(=O)(CC(CN1CCCCC1)N1CCCCC1)c1ccccc1 (stereo not drawn)	1.1	1	-4	1	0	-15	-1	-1	94	15
CN1CCN(c2ccc(C(=O)c3ccccc3)cc2[N+](=O)[O-])CC1	1.8	1	-3	1	1	4	9	3	108	-4
CCCCCCCC1=CC2=CC(=O)C(C)(OC(C)=O)C(=O)C2=CN1CCc1ccccc1 (stereo not drawn)	1	0.7	6	1.1	-6	-4	42	34	103	4
CCOC(=O)C1=C(C)N=C2SCCC(=O)N2C1c1cccs1 (stereo not drawn)	1.4	0.7	-5	1	-4	10	7	28	98	-10
CCOC(=O)CNC(=O)C(CO)NC(=O)OCc1ccccc1 (stereo not drawn)	1.1	1	11	1.1	-6	-14	2	4	105	14
COc1ccc2c(c1)N(C(=O)CSc1n[nH]c(C)n1)C(C)(C)C=C2C	1	0.9	0	1	-3	0	14	14	94	0
Cn1c(C(=O)OC(C(=O)NC2CCCC2)c2ccncc2)cc2sccc21 (stereo not drawn)	0.84	1.1	9	1.1	-6	7	7	-5	98	-7
Cc1cccc(/C=N/NC(=O)c2cc3c(s2)-c2ccccc2CC3)c1	1.1	0.9	6	1	3	-12	-18	7	105	12
COc1ccc(CNc2nc3c(c(C(F)(F)F)n2)CCCCC3)cc1	0.84	0.8	-16	1	-2	7	-5	22	101	-7
CCOC(=O)c1c(C2COc3ccccc3O2)csc1NC(=O)c1ccco1 (stereo not drawn)	1.3	1	-7	1	4	-2	-8	-2	97	2
CCC(C)[C@H](N)c1cn([C@@H](CCCCN)C(=O)N2CCNCC2)nn1 (stereo partly drawn)	0.87	0.9	-16	1.1	-9	-15	5	6	105	15
CCOc1cc(/C=N/N=C2/NC(=O)C(CC(=O)O)S2)ccc1OCc1ccccc1Cl (stereo not drawn)	1.1	1	10	1	-3	5	-6	-2	100	-5
O=C1CC(c2cccs2)CC(O)=C1C=NCCN1CCNCC1 (stereo not drawn)	1.3	1	-5	1.1	-9	-13	10	2	104	13
CCCc1nnc(NC(=O)CC(=O)Nc2ccccc2C(=O)O)s1	0.86	0.9	4	1	2	4	4	6	95	-4
COc1cc(OC)cc(C(=O)N2CCC(N3CCN(c4ccccc4OC)CC3)CC2)c1	1	0.8	13	1	-3	-7	8	24	99	7
Cc1nc(N2CCOCC2)c2cc(-c3ccccc3)sc2n1	1.1	0.8	4	0.9	9	-4	4	22	102	4
O=C(CS(=O)(=O)c1ccccc1)N1CCCCCC1	1.3	0.9	-12	1	-3	-16	-3	14	115	16
CCCN1CCOC(CC(=O)Nc2ccc([N+](=O)[O-])cc2)C1=O (stereo not drawn)	1.4	0.8	-10	1.1	-12	-16	4	25	105	16
Cc1ccsc1/C=N/NC(=O)CNC(=O)c1ccc(S(=O)(=O)N(C)C)cc1	1.1	1	0	1	-2	-2	-3	3	93	2
COc1ccc(CCNC(=O)Cn2c(=O)n(CC3CCCO3)c(=O)c3cc(OC)c(OC)cc32)cc1OC (stereo not drawn)	1.1	0.9	-13	1.1	-8	-17	4	9	94	17
Cc1cccc(CSc2ncc(CO)n2C)c1	1.3	0.9	-10	1.1	-10	-21	6	10	110	21
CCc1ccccc1Nc1nc(N)nc(CSCC(=O)c2cc(C)n(C)c2C)n1	1	0.9	-6	1	-4	3	1	9	91	-3
Cc1cc(O)ccc1N1C(=O)c2cccc3cc([N+](=O)[O-])cc(c23)C1=O	1.4	0.8	-3	1.1	-8	-6	5	18	56	6
O=C(CNS(=O)(=O)c1ccc(C(=O)N2CCOCC2)cc1)N1CCOCC1	1.9	0.9	1	0.9	5	4	16	7	102	-4
O=c1[nH]c(SCc2ccccc2Cl)nc2[nH]ncc12	1	1	4	1	2	-9	-1	-1	112	9
O=[N+]([O-])c1ccc2c(c1)C(N1CCOCC1)/C(=C/COc1ccc(F)cc1)O2 (stereo not drawn)	0.76	0.9	-6	1	-3	-8	-33	12	100	8
COc1ccc(N2C(=O)CCC(C(=O)O)C2c2ccc(F)cc2)cc1 (stereo not drawn)	1.5	0.9	-2	1	-2	-14	3	12	111	14
Cc1csc(NC(=O)CSc2nnc(C)s2)n1	1.5	1	4	1.1	-7	-20	11	2	107	20
O=C(O)CSc1ncnc2c1oc1ccccc12	1.1	0.8	3	1	-5	-13	2	18	104	13
COc1cc(C(=O)OCC(=O)NC(=O)C2CCCCC2)ccc1OC(F)F	1.1	0.9	-13	1.1	-8	19	3	14	102	-19
O=C(NCCO)c1ccc2nc(-c3ccco3)c(-c3ccco3)nc2c1	0.67	0.5	12	1	-2	-16	29	52*	99	16
O=C(Nc1cccc(Cl)c1Cl)c1snnc1-c1ccccc1	1.4	0.9	-8	1	2	x	9	13	101	x

Entries of single compounds, quoted from the list. Order of values: NF-kB neuron act, Diaphorase act, TLR4 MyD88 comp, FLuc act counter, FLuc inhib CS, APP 5UTR inh, G6PDH CS, Diaphorase inh, STAT1 activator, APP 5'UTR act
O=C1CC(c2cccs2)CC(O)=C1C=NCCN1CCNCC1 (stereo not drawn) in the list: 1.3, 1, -5, 1.1, -9, -13, 10, 2, 104, 13
COc1ccc(S(=O)(=O)N2CCN(c3ccccc3OC)CC2)cc1OC in the list: 0.96, 0.8, -6, 1.1, -8, -12, -5, 19, 98, 12
O=S(=O)(CC(CN1CCCCC1)N1CCCCC1)c1ccccc1 (stereo not drawn) in the list: 1.1, 1, -4, 1, 0, -15, -1, -1, 94, 15
Cc1nc(N2CCOCC2)c2cc(-c3ccccc3)sc2n1 in the list: 1.1, 0.8, 4, 0.9, 9, -4, 4, 22, 102, 4
O=C(NC(=S)NCCC1=CCCCC1)c1ccco1 in the list: 0.92, 0.9, 6, 1, 1, -4, 4, 6, 109, 4

Continued:
SMILES	NF-kB neuron act	Diaphorase act	TLR4 MyD88 comp	FLuc act counter	FLuc inhib CS	APP 5UTR inh	G6PDH CS	Diaphorase inh	STAT1 activator	APP 5'UTR act
Cc1occc1C(=O)NCc1cccs1	1.1	1	-5	1.1	-9	2	6	3	104	-2
Cc1cc(C(F)(F)F)c2c(=O)[nH]c(=O)n(Cc3ccccc3)c2n1	1.4	0.8	-2	1	-2	-5	2	20	100	5
Cc1ccc(C(=O)CSc2nc3cc(S(=O)(=O)N4CCOCC4)ccc3o2)cc1	1.3	0.7	9	1.1	-9	-10	-2	31	95	10
O=C(c1cnsn1)N1CCN(c2ccccn2)CC1	1.3	1	-8	1	-5	-5	1	5	103	5
O=C(Cc1csc(Nc2nc(=S)[nH]c3ccccc23)n1)NCc1cccc(Cl)c1	1.1	1	-2	1.1	-6	-18	3	-1	99	18
CC1CCCN(Cc2csc(N)n2)C1 (stereo not drawn)	1.2	1	-11	1	4	10	-2	4	103	-10
O=C(O)C1C2CCC(O2)C1C(=O)NCc1ccccc1Br (stereo not drawn)	1.1	0.9	4	1.1	-7	17	1	13	96	-17
Cc1cc(/C=N/n2cnnc2)c(C)n1-c1cccc(C(=O)O)c1	1.1	1	-5	1	4	0	26	2	93	0
Cc1cc([N+](=O)[O-])nn1Cc1ccc(C(=O)N/N=C/c2ccc(O)cc2O)cc1	1	0.8	4	1.1	-9	42	-13	20	95	-42
Cc1ccc(Cl)cc1NC(=S)NCCCSC1CCCCC1	1.4	0.8	-23	1.1	-12	-12	11	16	100	12
O=C1CCCC2=C1C(c1ccccc1)C1=C(CCCC1=O)O2	x	0.9	x	1	-2	x	4	15	x	x
COc1c(C(=O)N2CCCC2)ccc2ccccc12	1	0.9	-7	1.1	-8	-14	-13	7	100	13
CC(C)CC(=O)N1CCC(O)(CS(=O)(=O)Cc2ccccc2)CC1	1.1	1	2	1	-3	-5	7	1	97	5
O=C(NCc1nnc(SCC(=O)N2CCCC2)o1)c1ccco1	1.1	0.9	-7	1.1	-11	16	9	11	93	-16
Cc1ccccc1OCC(=O)Nc1ccc2c(c1)Cc1ccccc1-2	1.3	1.1	-7	1	0	-8	6	-6	101	8

Three compounds out of the list above, arranged by their value in TLR4 MyD88 comp, ascending:
Molecule | TLR4 MyD88 comp
Cc1ccc(Cl)cc1NC(=S)NCCCSC1CCCCC1 | -23
O=C(Cc1csc(Nc2nc(=S)[nH]c3ccccc23)n1)NCc1cccc(Cl)c1 | -2
CC(C)CC(=O)N1CCC(O)(CS(=O)(=O)Cc2ccccc2)CC1 | 2

New compounds follow
SMILES	NF-kB neuron act	Diaphorase act	TLR4 MyD88 comp	FLuc act counter	FLuc inhib CS	APP 5UTR inh	G6PDH CS	Diaphorase inh	STAT1 activator	APP 5'UTR act
CCO[C@H]1OC(C(=O)NC2CC2)=C[C@@H](c2ccc(C(F)(F)F)cc2)[C@@H]1CCCO	0.77	0.9	-8	1	-2	0	8	8	102	0
CCCOC(=O)c1ccc(OC(=O)c2ccco2)cc1	1.2	0.9	2	1	-1	-11	0	9	103	11
O=C(CCC(=O)Nc1ccc(F)cc1)N/N=C/c1cc([N+](=O)[O-])ccc1O	0.98	0.7	-11	1	2	-11	-7	30	97	11
CN(Cc1nc2ccc(Cl)cc2[nH]1)Cc1nc(-c2cnccn2)no1	0.93	0.8	-20	1	-2	4	11	23	99	-4
COc1ccc(CCNC(=O)COc2ncnc3ccccc23)cc1	1.1	0.9	0	1.1	-6	-6	8	12	103	6
O=C(O)CCCCCN1C(=O)CSC1=S	1.3	0.9	-14	1.1	-5	6	4	13	96	-6
CN(C)CC(C)(C)CNS(=O)(=O)c1ccc(Cl)s1	1.1	1	-6	1	-1	-1	3	1	103	1
